# From PubChem
# PAD4 inh: inhibitors of human PAD4. Q9UM07. inhibition, % at 6.36 µM. recombinant PAD4, RCA probe fluorescence polarization. hit rate 0.41% among 330,000. AID 485272;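 active = percent inhibition above a cutoff equal to the mean of all tested compounds plus 3 SD, cut at about 15% in these data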;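 note: 0% = PAD4 with RCA probe and DMSO and 100% = probe without PAD4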
# Target sequence (Q9UM07 whole entry, looked up): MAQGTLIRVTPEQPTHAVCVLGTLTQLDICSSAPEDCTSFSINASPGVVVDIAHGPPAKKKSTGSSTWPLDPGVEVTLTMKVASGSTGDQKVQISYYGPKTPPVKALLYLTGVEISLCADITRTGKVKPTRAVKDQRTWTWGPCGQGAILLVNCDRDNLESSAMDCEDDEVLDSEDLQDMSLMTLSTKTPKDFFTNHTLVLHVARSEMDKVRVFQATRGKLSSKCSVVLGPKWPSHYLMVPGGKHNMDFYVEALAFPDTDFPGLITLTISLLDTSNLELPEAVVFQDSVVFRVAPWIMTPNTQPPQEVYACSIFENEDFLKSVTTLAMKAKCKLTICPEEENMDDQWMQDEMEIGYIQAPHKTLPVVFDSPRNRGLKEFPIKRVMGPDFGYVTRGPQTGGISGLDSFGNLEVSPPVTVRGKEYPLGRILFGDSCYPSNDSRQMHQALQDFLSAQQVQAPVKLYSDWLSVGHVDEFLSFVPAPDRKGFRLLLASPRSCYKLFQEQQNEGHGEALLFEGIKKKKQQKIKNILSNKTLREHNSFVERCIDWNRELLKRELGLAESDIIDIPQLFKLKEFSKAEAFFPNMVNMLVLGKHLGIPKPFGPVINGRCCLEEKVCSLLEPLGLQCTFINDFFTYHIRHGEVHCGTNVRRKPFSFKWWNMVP
# LYPLA1 counter: LYPLA1 (human) inhibition in PME1 counter-screen; inhibition, % at 5.9 µM; recombinant LYPLA1, FP-Rh probe fluorescence polarization; hit rate 0.16% among 320,000; AID 2174;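 active = inhibition above the mean of all tested compounds plus 3 SD, set per campaign, cut at about 14% in these data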;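 note: inhibitors block serine hydrolase probe labeling of LYPLA1 so polarization falls; 0% = enzyme with DMSO and 100% = wells lacking LYPLA1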
# Target sequence (O75608 whole entry, looked up): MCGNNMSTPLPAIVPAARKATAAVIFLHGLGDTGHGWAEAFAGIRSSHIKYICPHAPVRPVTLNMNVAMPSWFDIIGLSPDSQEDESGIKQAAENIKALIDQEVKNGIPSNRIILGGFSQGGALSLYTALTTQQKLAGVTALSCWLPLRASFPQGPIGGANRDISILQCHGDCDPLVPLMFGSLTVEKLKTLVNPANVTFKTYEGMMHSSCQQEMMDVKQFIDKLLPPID
# PAFAH1B3 inh: blocks human PAF acetylhydrolase 1B catalytic subunit 3; AID 492972; Q15102; hit rate 0.28% among 340,000; inhibition, % at 3.39 µM; recombinant PAFAH1B3, FP-rhodamine probe, fluorescence polarization;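 active = inhibition above the screen-wide average of all tested compounds plus 3 SD, cut at about 25% in these data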;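 note: 0% = enzyme with DMSO only and 100% = wells lacking PAFAH1B3 protein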
# GSTO1 inh: GSTO1 inhibition, counter-screen for RBBP9 inhibitors | P78417 | recombinant GSTO1, activity-based probe fluorescence polarization | inhibition, % at 5.96 µM | hit rate 1.1% among 300,000;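 active = inhibition above the campaign mean inhibition plus 3 SD, cut at about 35% in these data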;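 note: 0% = GSTO1-1 with DMSO and 100% = wells lacking GSTO1-1 enzyme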
# EBNA-1 inhibitor: blocks EBNA-1 binding to DNA. EBNA-1 DNA binding, fluorescence polarization. inhibition, % at 14.8 µM. hit rate 0.34% among 300,000. AID 1950; in the data active = inhibition above about 28%
# PREPL inhibitor: inhibits the human prolyl oligopeptidase-like enzyme. Q4J6C6. recombinant PREPL, fluorescence polarization activity-based probe. inhibition, % at 5.96 µM. hit rate 0.68% among 320,000. AID 2751; in the data active = inhibition above about 43%;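 note: 0% = enzyme with DMSO and 100% = wells lacking enzyme; many of its hits are not listed in these tables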
# ZTA counter: counter-screen for EBNA-1 inhibitors: inhibitors of Epstein-Barr virus ZTA | inhibition, % at 11 µM | hit rate 0.15% among 320,000 | ZTA-DNA binding, fluorescence polarization | P03206; in the data active = inhibition above about 33%
# PAFAH2 inh: inhibitors of human PAFAH2; Q99487; recombinant PAFAH2, FP-rhodamine activity probe, fluorescence polarization; inhibition, % at 3.39 µM; hit rate 0.99% among 340,000;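 active = inhibition above the mean over all tested compounds plus 3 SD, cut at about 30% in these data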;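 note: inhibitors block probe labeling of enzyme so polarization drops; 0% = enzyme with DMSO and 100% = wells lacking PAFAH2 protein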
# LYPLA2 counter: counter-screen for PME1 inhibitors: inhibitors of human LYPLA2. inhibition, % at 5.9 µM. hit rate 0.38% among 320,000. recombinant LYPLA2, FP-Rh probe fluorescence polarization. O95372;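 active = inhibition above the screen-wide mean plus 3 SD, limit set per campaign, cut at about 26% in these data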;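 note: 0% = LYPLA2 with DMSO and 100% = wells lacking LYPLA2 enzyme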
# Starred values were filed as active, the others as inactive; x = no result given. These rows are one share of the data. The share of hits here may be higher or lower than overall.
SMILES,PAD4 inh,LYPLA1 counter,PAFAH1B3 inh,GSTO1 inh,EBNA-1 inhibitor,PREPL inhibitor,ZTA counter,PAFAH2 inh,LYPLA2 counter
CC(=O)c1cc2c(cc1NC(=O)CN1CCOCC1)OCO2,-6,0,-9,5,-3,5,-7,-6,1
COc1ccc(C(=O)NCC(=O)OCC(=O)c2ccc3c(c2)NC(=O)CO3)cc1OC,-1,0,x,-1,5,2,9,x,0
Cc1cccc(NC(=O)c2ccc(Cl)c(NC(=O)c3ccncc3)c2)c1C,-2,1,4,-7,0,3,3,0,-5
CCn1c(C)c(C(C)=O)cc(C#N)c1=O,-3,-1,8,-7,8,0,8,-1,1
COc1cccc(N2CCN(CC(=O)Nc3ccccc3C(=O)NCc3ccccc3)CC2)c1,0,1,2,x,x,8,0,6,0
Cc1ccc(S(=O)(=O)/N=C(/c2ccccc2)N(C)C)c(C)c1,6,-2,-4,0,-22,8,10,-3,-2
C=CCOc1ccc(CN(C)CC(O)COc2cccc3ccccc23)cc1 (stereo unspecified),0,0,0,7,1,-16,0,9,9
CCCn1c(=O)c2sccc2n2c(CCCC(=O)NC3CCN(Cc4ccccc4)CC3)nnc12,2,1,4,-3,14,8,-1,0,8
O=C(NCCCn1ccnc1)c1ccc(F)cc1,-3,-1,8,8,-7,15,-7,4,-12
CC(C)COP(=O)(c1ccc(N(C)C)cc1)C(O)c1ccc(N(C)C)cc1 (stereo unspecified),0,3,2,3,5,0,-4,1,2
CCCSc1nnc(CSc2nc3ccccc3s2)n1-c1ccccc1,3,3,0,2,-1,1,-16,4,2
CC(C)OC(=O)c1cn(-c2ccccc2)nc1-c1ccco1,-3,-4,-8,-12,-1,2,-1,-7,-5
COC(=O)c1sccc1Oc1ccc(F)cc1[N+](=O)[O-],-1,3,1,1,6,14,-9,0,2
CNC(=O)c1ccsc1NC(=O)C1CCN(S(=O)(=O)c2cccs2)CC1,3,0,1,-9,-1,10,10,3,1
CN(C)Cc1c(C(=O)N/N=C/c2ccccc2OCc2ccc(F)cc2)nnn1-c1nonc1N,-3,-4,2,1,-5,18,2,-3,-6
C=CCn1c2ccccc2n2nc(C)c(=O)nc12,1,4,3,3,2,1,-1,3,4
Cc1onc(C(N)=O)c1C(=O)Nc1ncc(C(F)(F)F)cc1Cl,-4,2,7,-1,-14,-1,-2,2,4
O=C(O)C1=C(C(=O)Nc2cccc(C(F)(F)F)c2)CCCC1,-1,2,-3,-6,-14,13,0,6,-6
COc1ccc(OC)c(S(=O)(=O)Nc2cccc(O)c2)c1,1,0,7,1,2,1,-12,0,0
CC1CCCC(NC(=O)COC(=O)Cc2ccc(Cl)cc2)C1C (stereo unspecified),-1,x,15,x,x,9,x,16,x
COC(=O)c1ccc(C(=O)OC)c(NC(=O)CSCC(=O)O)c1,3,0,1,-2,-6,12,-6,-3,-3
CC1CCN(C(=O)CSc2nc3c(cnn3-c3ccccc3)c(=O)[nH]2)CC1,-3,3,7,0,9,-4,19,-2,4
CC(=NNC(=O)c1ccc2nc[nH]c2c1)c1ccc(Br)cc1,-2,x,3,x,x,-8,x,2,x
O=C(Nc1ccc(N2CCCCC2)cc1)c1ccc(F)cc1F,-9,-2,3,4,-2,8,-6,-4,-3
O=C1C(=O)N(O)C2CCCCC2N1O (stereo unspecified),-4,-5,-5,3,9,4,-8,-1,2
# More compounds:
SMILES,PAD4 inh,LYPLA1 counter,PAFAH1B3 inh,GSTO1 inh,EBNA-1 inhibitor,PREPL inhibitor,ZTA counter,PAFAH2 inh,LYPLA2 counter
COc1cc(C(=O)NCCN2CCCC2)cc(OC)c1OC,-4,-1,4,-11,4,-7,-8,2,-1
O=c1cc(CCl)nc2scc(-c3ccccc3)n12,3,-3,-2,85*,-4,11,-10,3,1
COc1cc2c(cc1OC)C1(CCCC1)CNC2c1ccc([N+](=O)[O-])cc1 (stereo unspecified),-5,2,6,-6,-5,13,-11,-3,-2
COc1cccc(C2CC(c3c(F)cccc3Cl)n3nc(N)nc3N2)c1 (stereo unspecified),1,-12,4,6,4,7,5,4,15
OC(CN1CC=C(/C=C/c2ccc(Br)cc2)CC1)c1ccccc1 (stereo unspecified),-8,-1,3,3,10,22,-6,-1,2
O=C(Nc1ccon1)c1ccc(Cl)s1,-2,-3,14,7,-9,2,-2,13,-4
Cc1ccc(S(=O)(=O)Cn2nnnc2C(C(C)C)N2CCN(c3nc4ccccc4s3)CC2)cc1 (stereo unspecified),-1,-3,1,6,-2,-110,10,-3,1
COc1ccccc1NS(=O)(=O)c1ccc(NN=C2CCCCC2)c([N+](=O)[O-])c1,3,-2,2,4,5,10,9,5,4
Cc1cc(NC(=O)CSc2nnc(Cc3ccccc3)n2C)no1,-10,0,-1,-2,-13,-4,-4,-14,0
CCCC(=O)Nc1ccccc1Sc1ncnc2scc(-c3ccccc3)c12,14,1,3,0,-1,8,15,6,3
COc1ccccc1NCc1cc(=O)oc2c(C)c(O)ccc12,-2,-3,2,-3,-6,4,-4,9,0
CC1=CC=CN2C1=NC(=O)CC2(C)C(=O)N(CC(=O)NC1CCCC1)c1cc(C)cc(C)c1 (stereo unspecified),1,-5,2,4,6,-3,14,4,-5
Cc1ccc(-n2c(O)c(C=NC3CCS(=O)(=O)C3)c3ccccc3c2=O)cc1 (stereo unspecified),-1,-3,6,0,6,4,4,0,-1
CN1CCc2c(sc3nc(NCCO)n(-c4cccc(Cl)c4)c(=O)c23)C1,-2,-1,1,-5,-19,4,5,-3,3
CC12CC(NC(=O)N1c1cccc(C(=O)N3CCCCC3)c1)c1ccccc1O2 (stereo unspecified),6,1,9,-2,11,1,-3,5,8
O=C(c1cnn2c(C(F)(F)F)cc(-c3ccccc3)nc12)N1CCOCC1,-3,1,-1,1,10,4,22,1,2
CSCCC(NC(=O)COc1ccccc1)C(=O)N(C)Cc1ccc(Cl)cc1Cl (stereo unspecified),1,0,11,x,x,8,-9,-1,9
c1ccc(C2CC(c3ccccc3)C(c3ccccc3)N2)cc1 (stereo unspecified),-8,0,3,-1,-16,-1,-8,-5,-1
Cc1[nH]c2ccccc2c1C(O)CN1CCN(c2cccc(C(F)(F)F)c2)CC1 (stereo unspecified),-3,6,7,-2,5,24,-1,-1,18
CC(C(=O)NCc1ccccc1)n1cc([N+](=O)[O-])cn1 (stereo unspecified),0,-2,4,0,-14,-2,-7,5,-1
Cc1cc(OCC(=O)NC2CCN(C)CC2)ccc1[N+](=O)[O-],1,5,-5,7,4,21,-6,6,6
O=c1nc2ccccc2c2n1CC(CN1CCN(Cc3ccccc3)CC1)N2 (stereo unspecified),-3,-1,8,3,-7,5,13,-5,-2
O=C(Nc1ccc(N2CCCC2)c(Cl)c1)c1cccc(-c2cc3ccccc3oc2=O)c1,0,-10,8,-16,-4,5,-5,-16,-3
CCN1C(=O)[C@H]2[C@@H](c3ccc(-c4ccc(C(C)=O)cc4)cc3)N[C@@](C)(C(=O)OC)[C@H]2C1=O,-1,x,4,x,x,11,x,-3,x
CCn1cc(C(=O)N2CCN(c3ccc(OC)cc3)CC2)c(=O)c2cc(S(=O)(=O)N3CCCCC3)ccc21,-2,2,8,7,7,21,-12,4,0
# Later entries
SMILES,PAD4 inh,LYPLA1 counter,PAFAH1B3 inh,GSTO1 inh,EBNA-1 inhibitor,PREPL inhibitor,ZTA counter,PAFAH2 inh,LYPLA2 counter
O=C(COC(=O)C1CCC1)NCCc1ccc(Cl)cc1Cl,-1,-3,3,15,-4,0,-2,9,-7
NC(=O)COC(=O)c1cccc(S(=O)(=O)N2CCCc3ccccc32)c1,0,0,14,-4,-8,5,-11,21,-5
CCOc1cccc(CN(CC)CC2CCCN(CCc3cccc(OC)c3)C2)c1O (stereo unspecified),1,-2,3,4,-10,9,-7,0,-5
C=CCN1C2CCCC1CC(NC(=O)Nc1cc(C)cc(C)c1)C2 (stereo unspecified),0,-5,-3,-1,-9,-8,-13,6,-13
O=C(CCC(=O)N1CCN(S(=O)(=O)c2ccc(Cl)cc2)CC1)NC1CCCc2ccccc21 (stereo unspecified),2,3,-2,5,-1,8,1,3,6
O=c1c(-c2ccc(Cl)cc2)[n+]([O-])c2ccccc2n1O,-5,-2,0,8,-6,0,-6,1,3
CCCn1c(NCc2ccc(N(C)C)cc2)nc2ccccc21,-1,0,-2,2,1,15,8,12,6
CC(C)n1nnnc1SCC(=O)c1c(N)n(C2CC2)c(=O)[nH]c1=O,1,-2,-4,x,x,0,11,-4,-10
O=C(COc1ccccc1Cl)OCC(=O)N1CCN(S(=O)(=O)c2ccccc2)CC1,2,1,2,5,12,7,-4,-4,3
CCOC(=O)c1c(C)n(C)c2ccc(OC)c(NS(=O)(=O)c3ccc(Cl)s3)c12,3,-7,5,-19,-9,13,-3,0,-1
Oc1ccccc1-c1cc(-c2ccc3c(c2)OCCO3)n[nH]1,-7,-19,3,-7,-4,17,2,-12,-26
O=C(O)C/C(=C\c1ccc2c(c1)OCO2)c1nc2ccccc2s1,-3,-3,-1,8,14,8,8,-5,8
Cc1ccc(S(=O)(=O)Oc2ccccc2/C=N/NC(=O)c2c(Cl)cnn2C)cc1,-3,-5,8,-6,-1,4,-8,1,0
Cc1ccc(SCC(=O)OCC(=O)NCCNC(=O)COC(=O)CSc2ccc(C)c(C)c2)cc1C,-2,0,-6,-2,-16,8,-7,4,-2
CCN(CC)S(=O)(=O)c1ccc2c(c1)nc(CCC(=O)OCC(=O)Nc1cc(OC)cc(OC)c1)n2C,-3,1,2,0,8,1,-2,52*,4
CC(C)Cn1c(N)c(C(=O)COC(=O)c2cccc(Cl)c2)c(=O)n(C)c1=O,3,-7,1,0,6,5,1,-2,0
CCCc1ccc(-c2ccc(C(=O)O)cc2)nc1,-3,2,4,-3,4,8,2,5,-1
CCn1c(SCC(=O)Nc2ccc(Cl)cc2)nnc1C1CC1,-2,3,0,31,-5,-3,14,-3,1
Cc1ccc(/C=C2/C(=O)N(c3ccccc3)C(=S)N2C)o1,-3,0,8,0,4,1,-3,-7,5
O=C1C2ON(c3ccccc3)C(c3ccncc3)C2C(=O)N1c1ccccc1 (stereo unspecified),6,0,9,-2,-9,1,-19,-4,-1
O=C(O)c1cc(Cl)c(Cl)cc1C(=O)Nc1cccc2cccnc12,-5,-4,1,7,3,40,-15,-1,1
Nc1c(C(=O)Nc2ccccc2)sc2nc3c(c(-c4ccco4)c12)CCC3,-2,-1,-1,-4,-5,31,-6,14,5
O=C(Cn1cc([N+](=O)[O-])cn1)NCc1ccccc1,3,0,2,-1,2,-4,-5,0,7
COc1ccccc1N1CCN(C2CCCN(C(=O)c3cc(C)oc3C)C2)CC1 (stereo unspecified),-3,3,11,-3,-4,-3,-7,5,-1
COc1ccccc1NC(=O)c1cc2c(CO)cnc(C)c2oc1=Nc1cccc(C(N)=O)c1,0,0,9,3,9,22,14,7,-7
Cc1cc2[nH]c(=O)c(=O)[nH]c2cc1S(=O)(=O)N1CCN(c2ccccc2)CC1,-2,1,2,11,-6,5,-8,0,1

# Some of the entries so far, field by field.
CCOc1cccc(CN(CC)CC2CCCN(CCc3cccc(OC)c3)C2)c1O (stereo unspecified)
  PAD4 inh = 1	LYPLA1 counter = -2	PAFAH1B3 inh = 3	GSTO1 inh = 4	EBNA-1 inhibitor = -10	PREPL inhibitor = 9	ZTA counter = -7	PAFAH2 inh = 0	LYPLA2 counter = -5

O=C(COc1ccccc1Cl)OCC(=O)N1CCN(S(=O)(=O)c2ccccc2)CC1
  PAD4 inh = 2	LYPLA1 counter = 1	PAFAH1B3 inh = 2	GSTO1 inh = 5	EBNA-1 inhibitor = 12	PREPL inhibitor = 7	ZTA counter = -4	PAFAH2 inh = -4	LYPLA2 counter = 3

CCCn1c(NCc2ccc(N(C)C)cc2)nc2ccccc21
  PAD4 inh = -1	LYPLA1 counter = 0	PAFAH1B3 inh = -2	GSTO1 inh = 2	EBNA-1 inhibitor = 1	PREPL inhibitor = 15	ZTA counter = 8	PAFAH2 inh = 12	LYPLA2 counter = 6
